STAT3 blocker: STAT3 signaling inhibition. U3A cells, IL-6 STAT3-luciferase reporter, luminescence; host cell line lacks STAT1. inhibition, % at 5.5 µM. AID 862. 190,000 compounds, 0.89% hits;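 active means inhibition above the mean inhibition across all screened compounds plus 3 SD, cut at about 44% in these data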;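 further: 0% = DMSO only wells and 100% = 100 µM nifuroxazide control wells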
NF-kB expr up: NF-kB expression increase, human neuronal cells | NF-kB reporter expression; active compounds read high | fold change at 12.5 µM | 190,000 compounds, 1.6% hits; in the data active means fold change above about 3.3
APP 5UTR inh: APP translation inhibition; 190,000 compounds, 0.82% hits; SH-SY5Y APP 5'UTR-luciferase reporter, luminescence; inhibition, % at 2 µM; AID 1285;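 active means inhibition above a set limit, derived from the sample mean plus 3 SD, cut at about 45% in these data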; further: values of inactives mirror those of a sister screen read the other way
ROMK primary: modulators of human ROMK potassium channel | AID 1918 | 130,000 compounds, 2% hits | Tet-inducible ROMK, thallium flux fluorescence; actives lie on both sides | B-score at 10 µM;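 active means signal ratio slope over the read window, or its plate-corrected B-score, at least 3 SD from the plate mean, either direction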;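 further: B-score of the F/F0 ratio slope over 7 to 12 s after thallium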
Target sequence (P48048 whole entry, looked up): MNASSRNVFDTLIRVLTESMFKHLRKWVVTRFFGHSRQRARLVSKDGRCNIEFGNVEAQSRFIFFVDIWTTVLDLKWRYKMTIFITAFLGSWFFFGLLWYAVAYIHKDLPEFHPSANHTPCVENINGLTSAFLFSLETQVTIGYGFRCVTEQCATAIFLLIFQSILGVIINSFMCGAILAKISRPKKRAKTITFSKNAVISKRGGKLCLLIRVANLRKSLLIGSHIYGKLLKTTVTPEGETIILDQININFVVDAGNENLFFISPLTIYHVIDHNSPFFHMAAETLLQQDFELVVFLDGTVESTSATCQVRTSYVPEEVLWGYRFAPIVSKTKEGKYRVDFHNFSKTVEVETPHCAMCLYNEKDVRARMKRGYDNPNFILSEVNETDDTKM
FLuc act counter: affects firefly luciferase, flagging false hits in luciferase stimulation screens; P08659; ATPlite luciferase biochemical, luminescence, 10 min; 0 = ATP-free wells, 1 = DMSO control; activation factor at 10 µM; 200,000 tested, under 10 active; AID 1027;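 active means luciferase activation factor, scaled between plate controls, of at least 2 with compound at 10 µM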
Target sequence (P08659 whole entry, looked up): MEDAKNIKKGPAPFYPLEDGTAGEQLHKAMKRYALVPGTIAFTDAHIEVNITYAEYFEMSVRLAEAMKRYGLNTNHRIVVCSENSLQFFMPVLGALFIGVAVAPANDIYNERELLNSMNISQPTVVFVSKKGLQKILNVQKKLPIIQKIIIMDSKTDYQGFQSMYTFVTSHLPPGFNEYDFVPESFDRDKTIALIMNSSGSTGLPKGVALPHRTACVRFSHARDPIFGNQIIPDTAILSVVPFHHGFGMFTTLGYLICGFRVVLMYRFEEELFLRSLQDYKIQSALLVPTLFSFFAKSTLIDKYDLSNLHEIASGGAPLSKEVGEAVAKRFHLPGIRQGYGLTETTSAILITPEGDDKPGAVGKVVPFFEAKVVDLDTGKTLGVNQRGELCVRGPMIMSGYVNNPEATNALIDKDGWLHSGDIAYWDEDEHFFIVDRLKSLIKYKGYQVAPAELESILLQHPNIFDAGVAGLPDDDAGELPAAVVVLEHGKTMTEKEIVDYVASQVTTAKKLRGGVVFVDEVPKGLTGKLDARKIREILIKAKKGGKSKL
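System: luciferase plus luciferin reagent, cell-free; medium: PBS as buffer for the ATP substrate; dosing: test compounds dosed from 2 mM stocks in 100% DMSO; timing: 10 min post-reagent at room temperature; measured by: luminescence measurement of luciferase light output; evaluation: luciferase activation, seen as luminescence increase over controls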
STAT1 act: increases IFN-gamma driven STAT1 reporter signal; activation (% of control), % at 5.5 µM; 200,000 compounds, 2.6% hits; NIH 3T3 STAT1-luciferase reporter, luminescence; 100% = IFN-gamma alone, no compound;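 active means activation above the screen-wide mean activation plus 3 SD, cut at about 130% in these data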;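 further: raw ratio to IFN-gamma control signal so 100% means no change and 0% no light; values of inactives mirror those of a sister screen read the other way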
STAT3 activator: activators of IL-6 induced STAT3 signaling | U3A cells, IL-6 STAT3-luciferase reporter, luminescence; 100% = signal with IL-6 EC80 alone | 190,000 compounds, 0.91% hits | activation (% of control), % at 5.6 µM;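 active means activation above the screen-wide mean of compound activation plus 3 SD, cut at about 130% in these data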;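 further: 0% = background luminescence of wells with medium and substrate only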
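Test system: Human STAT1-deficient U3A cells with stable STAT3-luciferase reporter | Also added: Interleukin-6, 33 ng/mL | Timing: Compound pre-incubation 1 h before IL-6, then 6 h stimulation at 37 °C | Technique: Luciferase reporter luminescence | Read-out: Percent of IL-6-only median luminescence | Benchmarks: IL-6-only wells as 100% reference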
FLuc inh counter: counter-screen for luciferase assay inhibitors: firefly luciferase inhibition; P08659; ATPLite firefly luciferase biochemical luminescence, 10 min; inhibition, % at 10 µM; 200,000 compounds, 1.5% hits;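 active means inhibition above about 50% when tested at 10 µM, limit read from the data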
APP 5'UTR act: APP 5'UTR luciferase reporter activation; SH-SY5Y APP 5'UTR luciferase reporter, luminescence; zero percent = DMSO vehicle wells; activation, % at 2 µM; 190,000 compounds, 1% hits; AID 1276;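 active means activation above a set limit, based on mean plus 3 SD of controls, cut at about 140% in these data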; further: values of inactives mirror those of a sister screen read the other way
STAT1 inh: STAT1 signaling inhibition. inhibition, % at 5.5 µM. NIH 3T3 STAT1-luciferase reporter, IFN-gamma, luminescence. 200,000 compounds, 0.35% hits;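 active means inhibition above a set limit, the mean inhibition across all tested compounds plus 3 SD, cut at about 34% in these data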;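 further: 0% = IFN-gamma with DMSO and 100% = IFN-gamma with 300 µM nifuroxazide; values of inactives mirror those of a sister screen read the other way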
Starred values were filed as active, the others as inactive; nt = no result given.

SMILES	STAT3 blocker	NF-kB expr up	APP 5UTR inh	ROMK primary	FLuc act counter	STAT1 act	STAT3 activator	FLuc inh counter	APP 5'UTR act	STAT1 inh
CCC1CCC2(CC1)NC(=O)N(CC(=O)c1c(C)[nH]c3ccccc13)C2=O (configuration not stated)	-5	1	-21	nt	1	94	109	2	21	6
CCCC(=O)Nc1ccccc1NC(=O)c1ccc(OCC)cc1	11	0.97	17	nt	1	87	97	1	-17	12
COc1ccccc1-c1nnc(SC2CCc3ccccc3NC2=O)s1 (configuration not stated)	18	0.6	-24	0.81	1.1	107	87	-7	24	-3
O=C(CN(CCc1ccccc1)S(=O)(=O)c1ccc(Cl)cc1)N/N=C/c1ccccc1C(=O)O	3	1.1	6	2.3	1	92	100	-2	-6	6
OCCN1CCN(CC(O)C(F)(F)F)CC1 (configuration not stated)	8	1.4	-9	0.15	1.1	104	102	-9	9	-6
CCOc1ccc(C(=O)NCC(=O)OCC(=O)N2CCCC2)cc1	3	1	-8	-1.7	1	102	99	-4	8	-4
O=C(COC(=O)c1ccc2c(c1)S(=O)(=O)N=C1CCCCCN12)NCCc1ccc(F)cc1	4	0.86	-10	-1.3	1.1	105	98	-7	10	-6
C/C(=N/NC(=O)c1ccncc1)c1c[nH]c2ccccc12	6	1	4	-0.32	0.9	105	96	6	-4	-6
Cc1c(CN(C)C)c2c(n1C)C(=O)c1ccc(Br)cc1-2	8	3.3*	-15	-1.5	1	100	96	-5	15	0
O=C(NCCOc1ccc(F)cc1)c1ccccc1SCc1ccccc1	1	0.93	2	nt	1	101	102	-1	-2	-1
CCS(=O)(=O)N1CCC(C(=O)NCCCN2CCCCCC2)CC1	-6	1.1	-2	nt	1.1	98	108	-8	2	3
CC(C)[C@H](NC(=O)c1ccccc1)C(=O)OCC(=O)Nc1ccc(Cl)cc1C(F)(F)F	-8	0.94	-5	nt	1	97	103	1	5	3
Cc1ccccc1NC(=O)N(C(C)C)C(C)C	1	1.6	15	nt	1.1	97	106	-5	-15	4
O=C(N/N=C/c1ccccc1O)c1cc(=O)[nH]c2ccccc12	4	0.85	-8	nt	1	100	98	2	8	0
O=C(COc1ccccc1)NCc1n[nH]c(=S)n1-c1ccccc1	1	1.1	-8	0.052	0.9	96	103	7	8	6

Whole records, quoted from the list. Order of values: STAT3 blocker, NF-kB expr up, APP 5UTR inh, ROMK primary, FLuc act counter, STAT1 act, STAT3 activator, FLuc inh counter, APP 5'UTR act, STAT1 inh
`O=C(COc1ccccc1)NCc1n[nH]c(=S)n1-c1ccccc1` is listed as 1, 1.1, -8, 0.052, 0.9, 96, 103, 7, 8, 6
`CCCC(=O)Nc1ccccc1NC(=O)c1ccc(OCC)cc1` is listed as 11, 0.97, 17, nt, 1, 87, 97, 1, -17, 12

(continued)
SMILES	STAT3 blocker	NF-kB expr up	APP 5UTR inh	ROMK primary	FLuc act counter	STAT1 act	STAT3 activator	FLuc inh counter	APP 5'UTR act	STAT1 inh
COc1nc(NCc2ccco2)nc(N2CCC(C)CC2)n1	-13	1.1	-14	0.072	1.1	95	115	-5	14	5
Cc1[nH]n2c(=O)c(C#N)c(-c3ccccc3)nc2c1-c1ccccc1	-7	1	7	nt	0.9	95	106	13	-7	6
CCc1ccc(OCCCC(=O)O)c(Br)c1	4	1.1	-21	-0.11	1	95	100	4	21	5
COc1cc2c3c(c1OC)C1(C=CC(=O)C=C1)CC3N(C(C)=O)CC2 (configuration not stated)	-3	1	12	nt	1.1	102	102	-8	-12	-2
CCC(=O)Nc1ccc(S(=O)(=O)N2CCOCC2)cc1	-5	1	4	nt	1	108	105	-1	-4	-9
CCN1C(=O)OC2(CCCCC2)C1(C)O (configuration not stated)	-3	1.1	-6	nt	1	98	104	3	6	1
CCOC(=O)N1CCC(N(CCCOC)C(=O)Nc2cccc(OC)c2)CC1	8	1.1	6	0.3	1	106	100	-4	-6	-6
Cc1cnn(C(=O)c2oc3ccccc3c2C)c1	-1	0.91	4	0.84	1	98	103	-4	-4	1
CC1(C)CC(=O)C(C=NCCN2CCN(C(=O)c3ccc(F)cc3)CC2)=C(O)C1	-4	1.2	-5	0.26	1.1	103	106	-7	5	-3
Cc1ccc(NC(=O)CCNS(=O)(=O)c2cccc3nonc23)cc1	4	1.6	1	nt	1.1	98	102	-6	-1	4
O=C(NC(Cc1ccccc1)C(=O)O)/C(=C\c1ccccc1F)NC(=O)c1ccccc1 (configuration not stated)	-8	1.2	17	0.13	1.1	104	113	-7	-17	-7
O=C1C=CC(=O)N1N(c1ccccc1)c1ccccc1	8	1.2	-12	nt	1	96	94	3	12	4
Cn1c(NC(=O)c2ccc(S(=O)(=O)N3CCOCC3)cc2)cc(=O)n(C)c1=O	-4	1.1	-4	-0.69	1.1	98	104	-8	4	2
COc1ccc(C=C(c2nc3ccccc3s2)c2nc3ccccc3s2)cc1O	-14	0.68	-54	-1.4	0.9	95	122	8	54	5
CCOC(=O)C(NC(=O)c1ccccc1Cl)(Nc1ccc(C)c(C)c1)C(F)(F)F (configuration not stated)	2	0.84	2	-1.5	1.1	91	98	-6	-2	10
CC1(C)CC(=O)c2sc(NS(=O)(=O)Cc3ccccc3)nc2C1	-4	1.4	-28	nt	0.9	108	109	10	28	-8
COc1ccccc1NC(=O)CSc1nnc(CNC(=O)c2ccco2)o1	0	0.95	15	0.99	1.1	96	100	-8	-15	4
COC(=O)C1=C(N)OC2=C(C(=O)CCC2)C1c1cccs1 (configuration not stated)	7	0.87	5	nt	1	97	93	-2	-5	3
O=C1C2C3C=CC([C@@H]2C(=O)N1C1CCCCC1)[C@H]1C(=O)N(C2CCCCC2)C(=O)C31 (some centres not stated)	1	0.91	20	nt	1	98	103	-4	-20	2
Cn1c(=NC(=O)COc2ccccc2)sc2ccccc21	-2	3.6*	-58	-0.91	0.7	148*	106	26	58	-51
CN1CCN(c2ccc(Cl)cc2NC(=O)c2cccc(S(=O)(=O)N(C)C)c2)CC1	-5	0.63	-13	-0.033	1	98	107	1	13	2
COc1cc(OC)cc(-n2nnnc2SCC(=O)N2CCCc3ccccc32)c1	-4	1.3	-14	-0.24	1	102	105	-1	14	-2
CC(NC(=O)Cc1ccccc1)C1COc2ccccc2O1 (configuration not stated)	3	1	-9	0.72	1.1	97	103	-5	9	2
O=C(c1cc2cc([N+](=O)[O-])ccc2s1)N1CCOCC1	15	1.1	19	0.89	1	101	96	1	-19	-3
COc1ccc(/C=C\C(=O)c2c(O)ccc3c(C)cc(=O)oc23)cc1	20	1.8	-6	nt	1	92	88	-2	5	8
CCNc1ccc2noc3c2c1C(=O)c1ccccc1-3	25	1.1	6	nt	0.9	103	82	10	-6	-7
O=C(CCCN1C(=O)/C(=C/c2cccs2)SC1=S)Nc1ccc(O)c(C(=O)O)c1	7	1.1	8	0.83	1.1	97	99	-7	-8	1
O=C(O)c1cccnc1Br	4	1.6	-21	-0.59	1	109	102	-4	21	-12
O=C(Nc1ccc2c(c1)OCO2)c1ccc(Cl)nc1	-11	1.8	-18	0.35	0.9	110	115	8	18	-11
CC(=O)Nc1ccc(S(=O)(=O)N(C2=NCC(C)S2)c2ccccc2)cc1 (configuration not stated)	3	0.9	2	nt	1.1	101	100	-6	-2	-1
NNC(=O)CCc1nc2ccc(O)cc2[nH]1	1	1.1	-2	0.13	1.1	96	101	-6	2	4
Cn1c(=O)c2ncn(CC(=O)N/N=C/C=C/c3ccccc3)c2n(C)c1=O	5	2	-7	-0.062	1	104	98	-2	7	-7
COCCOC(=O)c1c(NC(=O)CN2CCOCC2)sc(C(N)=O)c1C	14	1.1	-28	nt	1	92	90	-5	28	8
O=C(Nc1ccc2oc(-c3ccncc3)nc2c1)c1ccccc1	22	1	-1	0.034	1	107	89	1	1	-10
COc1ccccc1NC(=O)CN1CCC(c2nc3ccccc3[nH]2)CC1	-2	0.82	-1	0.12	1	97	105	0	1	1
CCOC(=O)N1CCN(S(=O)(=O)c2ccc(C(=O)NNc3nc4ccc(Cl)cc4s3)cc2)CC1	-16	0.91	3	1.2	1.1	100	113	-14	-3	0
Cc1cccc(C)c1NS(=O)(=O)c1c(C)[nH]c(=O)[nH]c1=O	11	1.1	15	0.82	1.1	102	97	-7	-15	-3
COc1ccc(NC(=O)CCOc2ccccc2)c(OC)c1	7	1.3	-14	0.049	1	109	96	1	14	-9
CC(C)[C@H](NC(N)=O)C(=O)NCCc1ccc(Cl)cc1Cl	0	1.1	-25	0.23	1	104	110	-1	25	-6
Oc1ccc(/C=C/c2nc(-c3ccccc3O)n(-c3ccccc3)n2)cc1	14	1.3	1	nt	1.1	95	90	-6	-1	6
Cn1c(CSCc2ccc(F)cc2)nnc1SCC(=O)N1CCN(c2ccccc2)CC1	14	0.66	-8	nt	1	96	93	3	8	4
Cc1sc(N)c(C(=O)c2ccccc2Cl)c1C	9	1.2	-22	0.1	1.1	96	97	-5	22	4
COc1cc(-c2csc(C)n2)ccc1O	-2	1	-2	nt	1	96	106	-3	2	5
CC(C)CCNC(=O)Cn1c(=O)oc2cc(S(=O)(=O)N3CCc4ccccc43)ccc21	6	0.6	2	nt	1.1	92	103	-5	-2	9
COc1cccc(CNC(=O)Cn2cc3c(n2)CCCC3)c1	-8	1.1	5	nt	1.1	94	106	-7	-5	8
Cc1c(C(=O)Oc2cccc3ccccc23)cnn1-c1ccccc1	-28	0.41	-42	-0.22	1	116	124	0	42	-18
Cc1ccc(CCN2CC(C(=O)NCCCN3CCCCCC3)CC2=O)cc1 (configuration not stated)	8	0.95	0	nt	1	110	95	-3	0	-11
COc1ccc2cc(C(=O)NC3CCCCC3)c(=O)oc2c1	12	1.5	-8	nt	1	93	93	-1	8	7
O=C1CC(N2CCN(c3ccccc3F)CC2)C(=O)N1c1ccc(F)cc1 (configuration not stated)	-2	nt	10	0.54	nt	100	102	nt	-10	0
Cc1[nH]n(-c2ccccc2)c(=O)c1/C=N/NC(=O)c1cccc([N+](=O)[O-])c1	3	1.7	-9	nt	0.5	108	106	49	9	-6
COC(=O)Cc1c(C(=O)OC)nnn1-c1ccc(OC(F)(F)F)cc1	9	1.3	-3	-0.29	1	100	99	2	3	-1
CNC(=O)c1sccc1SCc1c(Cl)cccc1Cl	11	0.8	0	-0.12	1	101	94	-2	0	-1
CCOC(=O)CSc1nnc(-c2cc(OC)c(OC)c(OC)c2)o1	4	1	-5	0.49	1	100	101	-4	5	-1
O=C(CN(C(=O)c1csnn1)c1cccc2c1CCCC2)NC1CCCC1	4	1.2	20	-0.042	1	98	98	-4	-20	0
Cn1cc(C(=O)N2CCc3ccccc32)cn1	-20	1.4	-38	nt	1	101	119	3	38	-1
CC(CC(=O)O)Nc1ccccc1O (configuration not stated)	-1	1.1	6	0.029	1.1	99	106	-10	-6	-1
CC(=O)c1cccc(NC(=O)CCNS(=O)(=O)c2cccc(C(C)=O)c2)c1	3	1.1	9	nt	1	95	101	0	-9	5

Copied from the list:
NF-kB expr up with COC(=O)Cc1c(C(=O)OC)nnn1-c1ccc(OC(F)(F)F)cc1 reads 1.3
STAT1 act with O=C1CC(N2CCN(c3ccccc3F)CC2)C(=O)N1c1ccc(F)cc1 (configuration not stated) reads 100
